miR122 inh: inhibitors of miR-122 in Huh7 cells; Huh7 miR-122 Renilla luciferase sensor, 48 h; neutral wells = 0, positive control = 100; AID 602342; 340,000 compounds, 0.3% hits; activation (reporter increase), % at 12.5 µM;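 active = mean replicate activation score at least 90 and every replicate individually at or above 90; inconclusive = only one of the two criteria met; inactive = neither criterion met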;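 also: higher luciferase means less miR-122 activity so hits act as miR-122 inhibitors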
esBAF inh: SWI/SNF esBAF complex inhibition; mouse ES cells, Bmi1-luciferase knock-in reporter, 24 h; 100% = twice the neutral-well signal; reporter increase, % at 12.5 µM; 350,000 compounds, 2% hits; in the data active = activation above about 40%; inconclusive = no clear call, values can overlap the other calls;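 also: 0% = median of the plate's neutral control wells and 100% = double that signal; a rise in the Bmi1 reporter signal indicates esBAF inhibition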
Statin myotox sup: suppressors of simvastatin-induced myotoxicity in C2C12 myotubes. 330,000 compounds, 0.78% hits. AID 602340. ATP luminescence, 48 h; scaled: DMSO 0, geranylgeraniol control 100. rescue of ATP level, % at 7.49 µM;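 active = mean ATP rescue above about 67%, or every replicate alone reaching that limit, limit read from the data, passing the limit was not always enough; inconclusive = no clear call, values can overlap the other calls; inactive = mean under the limit and some replicate under it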;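 also: myotubes were challenged with 10 µM simvastatin during compound exposure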
ERp5 inh: blocks human ERp5 reductase activity on insulin; Q15084; ERp5 insulin aggregation, absorbance 650 nm, 90 min; inhibition, % at 9.99 µM; 350,000 compounds, 0.05% hits;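 active = mean replicate inhibition above about 25%, with every replicate also reaching it, limit read from the data, passing the limit was not always enough; inconclusive = only one of those two criteria met; inactive = neither criterion met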
Target sequence (Q15084 whole entry, looked up): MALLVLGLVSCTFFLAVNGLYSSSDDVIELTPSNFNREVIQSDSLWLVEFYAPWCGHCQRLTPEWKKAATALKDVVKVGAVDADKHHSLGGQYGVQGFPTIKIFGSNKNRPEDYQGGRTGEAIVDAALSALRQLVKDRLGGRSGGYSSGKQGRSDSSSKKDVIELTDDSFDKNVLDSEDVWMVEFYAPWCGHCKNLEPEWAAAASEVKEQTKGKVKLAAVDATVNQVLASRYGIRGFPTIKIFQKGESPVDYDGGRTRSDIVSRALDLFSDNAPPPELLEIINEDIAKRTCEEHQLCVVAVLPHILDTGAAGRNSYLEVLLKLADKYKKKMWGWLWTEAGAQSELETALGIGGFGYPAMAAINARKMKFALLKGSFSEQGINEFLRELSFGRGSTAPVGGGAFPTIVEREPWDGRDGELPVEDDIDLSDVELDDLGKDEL
ARNT TACC3 PPI: disrupts binding between human ARNT and TACC3; Q9Y6A5; 390,000 compounds, 0.66% hits; AID 623870; inhibition, % at 9.99 µM; AlphaScreen His-ARNT PAS-B/GST-TACC3 binding, luminescence; TACC3 fragment carries E629A point mutation;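 active = mean inhibition of replicates at least 50% and at least half of replicates each reaching 50%; inconclusive = half or more replicates reach 50% but mean below 50%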;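 also: 0% = complete ARNT plus TACC3 wells and 100% = ARNT alone without TACC3; many hits fall short of the cut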
SIRT5 block: sirtuin-5 (human) deacylase inhibition. Q9NXA8. Purified SirT5, succinyl-peptide AMC, trypsin-coupled fluorescence. inhibition, % at 15 µM. 330,000 compounds, 1.1% hits. AID 652115; in the data active = inhibition above about 15%; inconclusive = no clear call, values can overlap the other calls
Target sequence (Q9NXA8 whole entry, looked up): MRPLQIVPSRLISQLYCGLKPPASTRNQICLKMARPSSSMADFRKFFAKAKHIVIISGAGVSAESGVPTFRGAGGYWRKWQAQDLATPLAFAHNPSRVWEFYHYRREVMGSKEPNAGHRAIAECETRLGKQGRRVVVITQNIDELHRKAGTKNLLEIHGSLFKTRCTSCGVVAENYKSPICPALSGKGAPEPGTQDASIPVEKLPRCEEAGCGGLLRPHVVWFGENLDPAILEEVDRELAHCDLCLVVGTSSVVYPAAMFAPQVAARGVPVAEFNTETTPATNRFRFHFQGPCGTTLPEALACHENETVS
Cneo AK release: causes C. neoformans cell lysis; 360,000 compounds, 0.2% hits; lysis activity, % at 15 µM; adenylate kinase release luminescence, 4 h; normalised: neutral wells 0, clomiphene wells 100;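 active = mean lysis activity across replicates of at least 80%, whatever share of replicates individually reach that level; inactive = mean lysis activity below 80%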
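Assay system: log-phase C. neoformans yeast / Quantity: yeast cell density of 5 × 10^6 cells/mL / Medium: fresh YPD growth medium / Compound: single dose / Timing: static 4 h at 37 °C with compound, 1 h detection / Measured by: adenylate kinase release luminescence / Read-out: lysis from increased AK signal / Benchmarks: Clomiphene as positive lysis control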
* hit, by the source's call; ? = inconclusive; · = no result given; [ ] = another dose, or the depositor's remark.

SMILES	miR122 inh	esBAF inh	Statin myotox sup	ERp5 inh	ARNT TACC3 PPI	SIRT5 block	Cneo AK release
O=C(O)c1cc(NC(=S)NC(=O)C(c2ccccc2)c2ccccc2)ccc1Cl	·	·	·	-42	2	1	·
O=C1c2ccccc2C(=O)N1c1nccs1	·	-12	-4	1	-6	0	0
CC(c1ccc(Br)cc1)N1CC23C=CC(O2)C(C(=O)O)C3C1=O (stereo not drawn)	-1	-10	6	2	-3	-2	0
C=CCn1c(CCC(O)COCCC)n[nH]c1=S (stereo not drawn)	-8	-7	8	3	-2	5	0
CCOC(=O)c1c(NS(C)(=O)=O)sc2c1CCC(C)C2 (stereo not drawn)	1	·	·	·	32	·	0
CCN(Cc1ccccc1)S(=O)(=O)c1cc(C(=O)O)ccc1OC	-7	·	·	-2	-3	2	·
CCCCCNC(=O)c1[nH]c(C(F)(F)F)nc1-c1ccccc1	-4	-1	0	5	·	-6	-2
COc1ccc(C(=O)COC(=O)CCN2C(=O)C3C4CC(C(Br)C4Br)C3C2=O)cc1 (stereo not drawn)	-3	1	-3	·	-26	·	0
COc1ccc(CNc2nc(=S)[nH]c3cc(OC)c(OC)cc23)cc1	3	-3	-2	3	51*	-2	0
O=C(C[C@H]1CC[C@@H](NC(=O)c2ccc3c(c2)OCO3)[C@@H](CO)O1)NCc1ccc(F)cc1	·	-2	6	4	-6	2	94*
Cc1cc2oc(=O)cc(CN(C)Cc3ccc(OC(F)F)cc3)c2cc1Cl	7	-5	15	2	3	-1	0
N=c1c(C(=O)NCC2CCCO2)cc2c(=O)n3ccccc3nc2n1Cc1cccnc1 (stereo not drawn)	-3	-6	-5	·	-11	·	1
CC(C)(CO)NS(=O)(=O)c1ccc2c(c1)C(=O)c1cc(S(=O)(=O)NC(C)(C)CO)ccc1-2	·	·	·	-6	3	-1	0
CCC(CO)NCc1ccc(OC2CCCC2)cc1 (stereo not drawn)	5	-4	-11	·	-12	·	2
C/C(=N\Nc1ccc(C(=O)O)cc1)c1ccc(Cl)s1	12	67*	-4	-2	9	23*	0
CC(C)Cc1nnc(NS(=O)(=O)c2ccc([N+](=O)[O-])cc2)s1	2	-9	15	1	-16	0	1
CC(=O)c1cccc(NC(=O)[C@@H](NC(N)=O)C(C)C)c1	-2	·	·	9	-2	-3	·
OC(CNCc1ccco1)Cn1c2ccc(Br)cc2c2cc(Br)ccc21 (stereo not drawn)	-5	-8	-14	·	-2	·	3
CCC(NS(=O)(=O)c1c(C)[nH]c(=O)[nH]c1=O)C12CC3CC(CC(C3)C1)C2 (stereo not drawn)	-9	-4	·	-9	·	-3	0
COc1ccccc1-c1ccc2n(c1=O)C[C@@H]1[C@@H](CO)[C@H](C(=O)N3CCCCC3)N(C)[C@H]21	·	-1	3	-1	-5	9	47
CCCn1c(NC(=O)CN2C(=O)NC3(CCCC3)C2=O)nc2ccccc21	2	-4	1	-7	-2	-12	-3
O=C(Cn1cnc2c(nnn2Cc2ccc(F)cc2)c1=O)NCc1ccc2c(c1)OCO2	-4	2	6	·	-5	·	0
CS(=O)(=O)Nc1ccc2c(c1)[C@H]1C[C@H](CC(=O)NCc3ccccc3F)O[C@H](CO)[C@H]1O2	1[16.7 µM]	1	3	3	-7	-1	0
COCc1cc(C)nc(N2CCCCC2)c1C#N	-15	-2	7	·	-1	·	-3
C=CCOc1cc(OC)c(OC)c(OC)c1	2	-3	13	7	-4	-7	3
SMILES	miR122 inh	esBAF inh	Statin myotox sup	ERp5 inh	ARNT TACC3 PPI	SIRT5 block	Cneo AK release
O=C(CCl)N(Cc1cccc([N+](=O)[O-])c1)c1cccc(Cl)c1	·	·	·	2	-2	0	·
CN(C)C(=O)C[C@@H]1CC[C@H](NC(=O)c2ccc(F)cc2)[C@@H](CO)O1	2[16.7 µM]	-1	-1	1	-4	0	-4
CSc1nc2ccc(NC(=O)C3CCCO3)cc2s1 (stereo not drawn)	21	14	2	·	-2	·	0
O=C(c1cc(Cl)cc(Cl)c1)N1CCC2CC1c1cc(N3CCCCC3)ccc12 (stereo not drawn)	-5	-4	-12	-13	·	-3	-2
COc1ccccc1CNC(=O)c1[nH]c(C)c(C(C)=O)c1C	3	0	-14	-3	4	-3	-1
CCCN(C)C[C@H]1Oc2ncc(C#CCOC)cc2C(=O)N([C@@H](C)CO)C[C@H]1C	-1[16.7 µM]	-3	0	-5	-8	1	-2
C[C@H](CO)N1C[C@H](C)[C@@H](CN(C)S(=O)(=O)c2ccc(Cl)cc2)Oc2ccc(NC(=O)NC3CCCCC3)cc2CC1=O	6[16.7 µM]	4	?	3	1	0	-7
COc1cccc(N2CCN(c3nc(C)cc(=O)[nH]3)CC2)c1	-4	3	-15	-2	-3	-2	3
CCN(CC(=O)Nc1c(F)cccc1F)C(=O)c1nn(C)c(=O)c2ccccc12	-2	-2	-2	-4	-2	-1	0
CCN(CC)S(=O)(=O)c1ccc(N2CCOCC2)c(NC(=O)c2cc(-c3ccccn3)nc3ccccc23)c1	·	·	·	4	11	-2	·
N#Cc1c(NC(=S)NC(=O)c2ccccc2)sc2c1CCC2	-2	49*	4	-2	0	0	-1
C[C@@H]1CCCCO[C@H](CN(C)Cc2ccc(Cl)c(Cl)c2)[C@H](C)CN([C@@H](C)CO)C(=O)c2cc(NC(=O)Nc3ccccc3)ccc2O1	2[16.7 µM]	-11	43	0	-6	8	-3
Cc1cc(C(=O)NCc2ccc(C(=O)O)o2)c(C)o1	-4	1	-2	-2	-3	1	-2
O=C(COc1ccc(Cl)cc1)NCc1nnc(SCC(=O)Nc2ccc3c(c2)OCCO3)o1	-1	-6	0	·	-6	·	0
CCOc1ccc(-n2c(SCC(=O)Nc3ccc(OC)cc3OC)nc3c(c2=O)SCC3)cc1	-3	1	5	·	·	·	1
CC(C)CCN1CC(O)=C(c2nc(-c3ccc(Cl)cc3)cs2)C1=N	0	-2	-1	·	-2	·	-2
Cc1ccsc1C(C(=O)NC(C)(C)C)N(Cc1ccco1)C(=O)c1csnn1 (stereo not drawn)	-2	-3	8	-5	-1	-2	1
Cc1noc(C)c1NC(=O)Nc1ccc2c(c1)C(=O)N([C@H](C)CO)C[C@@H](C)[C@@H](CN(C)Cc1ccc(C(F)(F)F)cc1)OCCCC[C@H](C)O2	-7[16.7 µM]	2	·	-5	-9	12	2
O=C1OCc2ccc(NC(=O)C3CC3)cc21	·	·	·	1	9	-1	-1
CCc1cc2cc3c(cc2nc1SCC(=O)OC(C)C)OCO3	·	·	·	7	-2	-7	·
CC1=NN(C(N)=S)C(C)(C)C1	·	-4	-3	4	1	2	·
O=C(NCc1ccc2c(c1)OCO2)c1c(O)c2cccc3c2n(c1=O)CCC3	·	-3	2	·	-1	·	0
COC(=O)c1[nH]c2ccc(F)cc2c1NC(=O)CCN1CC(C)OC(C)C1 (stereo not drawn)	-1	·	·	·	-1	·	1
Cc1occc1-c1nnc(SCC(=O)c2c(N)n(Cc3ccccc3)c(=O)n(C)c2=O)n1C	11	7	11	·	-4	·	-2
Cc1cc(C)c2[nH]c(=S)cc(C)c2c1	-2	-3	-11	·	-3	·	0

The last five records of the section above open the next one.
SMILES	miR122 inh	esBAF inh	Statin myotox sup	ERp5 inh	ARNT TACC3 PPI	SIRT5 block	Cneo AK release
CC1=NN(C(N)=S)C(C)(C)C1	·	-4	-3	4	1	2	·
O=C(NCc1ccc2c(c1)OCO2)c1c(O)c2cccc3c2n(c1=O)CCC3	·	-3	2	·	-1	·	0
COC(=O)c1[nH]c2ccc(F)cc2c1NC(=O)CCN1CC(C)OC(C)C1 (stereo not drawn)	-1	·	·	·	-1	·	1
Cc1occc1-c1nnc(SCC(=O)c2c(N)n(Cc3ccccc3)c(=O)n(C)c2=O)n1C	11	7	11	·	-4	·	-2
Cc1cc(C)c2[nH]c(=S)cc(C)c2c1	-2	-3	-11	·	-3	·	0
CC(=O)Nc1cccc(/C(C)=N/NC(=O)c2cccc(S(=O)(=O)N3CCCC3)c2)c1	1	-1	4	0	·	·	-1
Cc1cc(C)n2ncc(C(=O)O)c2n1	0	-1	11	-2	-12	0	·
CN1CCN(C(c2ccccc2)c2ccc(Cl)cc2)CC1 (stereo not drawn)	-2	-3	0	-3	-1	-1	2
O=C(Nc1ccccc1N1CCOCC1)c1ccc2c(c1)C(=O)N(Cc1ccncc1)C2=O	0	-3	0	·	7	·	-2
CCOC(=O)N1CCN(C(=O)Cc2ccccc2[N+](=O)[O-])CC1	-6	-12	14	5	-9	-2	1
COc1cccc(C(=O)NCC(=O)NCc2cc(=O)n(C)c(=O)n2C)c1OC	-6	-1	-27	5	-3	-2	-2
CCOC(=O)N1CCN(C(=O)C2CCC(=O)N(CCCc3ccccc3)C2)CC1 (stereo not drawn)	1	3	3	-8	-3	-4	2
COc1ccccc1NC(=O)NCC(=O)Nc1ccc(F)c(F)c1	6	-3	9	·	0	·	9
COc1ccccc1N1C(=O)C2C3CC(c4ccccc4)C(C3)C2C1=O (stereo not drawn)	4	0	11	2	-10	-6	-4
CN(C)CC#Cc1ccc([C@@H]2[C@@H](CO)N3CCCCN(C(=O)C4CCCC4)C[C@H]23)cc1	-28[16.7 µM]	·	·	?	-1	2	-1
CCN(CC)c1ccc(/C=N/n2c(C)nc3ccccc3c2=O)cc1	-4	23	-43	-1	1	-1	-3
CCCc1nccn1S(=O)(=O)c1cc(OC)ccc1OC	6	5	-6	·	-2	·	3
Cc1cc(C)c2c(N)c(-c3nnc(SCc4ccc(Cl)cc4)n3C)sc2n1	·	·	·	2	13	0	·
CN1C(=O)c2cc(NC(=O)C3CCCCC3)ccc2OC[C@H]2O[C@@H](CC(=O)NCCc3ccncc3)CC[C@H]21	-1[16.7 µM]	4	6	-2	7	0	-3
CCOc1ccc2[nH]c(=O)c(CN(CCc3ccccc3)C(=O)N3CCOCC3)cc2c1	-6	·	·	0	-7	-2	3
Clc1ccc(-c2nnc(N3CCCC3)nn2)cc1	-10	-26	·	·	3	·	-5
COc1ccc(-c2csc(NC(=O)c3cccc(N4C(=O)CCC4=O)c3)n2)cc1C	-2	6	7	2	6	-3	0
O=C(CCn1c(=O)sc2ccccc21)Nc1ccon1	-5	12	2	-7	-2	-7	-3
CCN1CCN(C(=S)Nc2ccsc2C(=O)OC)CC1	-6	4	9	3	-4	-1	·
Cc1ccccc1C(=O)NCCNC(=O)c1cnccn1	2	2	6	-1	-2	0	-1
S=C(NCCSCc1ccc(Cl)c(Cl)c1)Nc1ccccc1	10	-2	29	·	-18	·	15
COC(=O)C[C@@H]1CC[C@@H]2[C@H](COc3ccc(NC(=O)c4cccc(Cl)c4)cc3C(=O)N2C)O1	·	-3	-6	-1	17	8	75
CC[C@]12c3[nH]c4cc(CCC(=O)N(C)C)ccc4c3CCN1C(=O)[C@@H](CC(=O)NCc1cccc(C(F)(F)F)c1)C[C@@H]2C(=O)N1CCN(C(=O)c2ccco2)CC1	-9	-12	3	1	1	·	0
CCOC(=O)N1CCN(S(=O)(=O)c2ccc(C(=O)N(CCCN(C)C)c3nc4ccc(OC)cc4s3)cc2)CC1	·	-11	-8	-1	2	-4	-2
COc1ccc(C(=O)NNC(=O)C(C)NC(=O)c2ccccc2NC(=O)c2ccco2)cc1 (stereo not drawn)	·	·	·	0	-5	-3	·
Cc1nc(CNC(=O)c2cc(COc3c(F)cccc3F)on2)cs1	-5	·	·	4	9	-3	0
CCC(=O)Nc1ccc2c(c1)C(=O)N(C)[C@@H]1CC[C@@H](CC(=O)NCc3ccc(OC)cc3)O[C@H]1CO2	-2[16.7 µM]	2	-7	0	-2	0	1
O=C(NC(=S)NCCN1CCOCC1)c1ccc(Cl)cc1Cl	1	0	89*	·	3	·	0
CC(=O)Nc1ccc(NC(=O)/C(=C/c2ccco2)NC(=O)c2ccccc2)cc1	·	·	·	-3	-1	7	·
